# Bioassay records: PubChem BioAssay, several laboratories
# TNAP act hi DEA: activators of human TNAP at high phosphate acceptor concentration | purified TNAP, CDP-star luminescence, 1 M DEA, 30 min; hits give high values; 0 = EDTA background, 1 = DMSO-only activity | activation factor at 20 µM | 200,000 tested, under 10 active | P05186;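 active means activation factor at least 2 at 20 µM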
#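 system = human TNAP | amount = enzyme diluted 1/800 final | reagent = 100 µM CDP-star substrate | signal = luminescent substrate turnover signal | dosing = one dose, 20 µM | benchmarks = EDTA negative control, DMSO positive control | measure = activation factor | timing = 30 min reaction, room temperature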
# TNAP inh hi DEA: TNAP (human) inhibition, high acceptor; 200,000 tested, 0.03% active; P05186; purified TNAP, CDP-star luminescence, 1 M DEA; inhibition, % at 20 µM;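 active means over 50% inhibition of tissue-nonspecific alkaline phosphatase at 20 µM in the single-dose screen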;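 further: plate controls were DMSO wells for no effect and EDTA-quenched wells as full inhibition for full effect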
# TNAP inh no acc: blocks human TNAP activity with no phosphate acceptor present. P05186. AID 1012. 200,000 tested, 0.26% active. inhibition, % at 20 µM. purified TNAP, CDP-star luminescence, 30 min;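 active means tissue-nonspecific alkaline phosphatase inhibition above about 50% at 20 µM in the single-dose screen, limit read from the data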;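 further: 0% = DMSO negative control and 100% = EDTA positive control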
# NF-kB expr up: NF-kB expression increase, human neuronal cells. NF-kB reporter expression; hits give high values. fold change at 12.5 µM. 190,000 tested, 1.6% active; in the data active means fold change above about 3.3
# FLuc act counter: affects firefly luciferase, flagging false hits in luciferase stimulation screens. P08659. ATPlite luciferase biochemical, luminescence, 10 min; 0 = ATP-free wells, 1 = DMSO control. activation factor at 10 µM. 200,000 tested, under 10 active. AID 1027;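 active means luciferase activation factor, scaled between plate controls, of at least 2 with compound at 10 µM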
# Target sequence (P08659 whole entry, looked up): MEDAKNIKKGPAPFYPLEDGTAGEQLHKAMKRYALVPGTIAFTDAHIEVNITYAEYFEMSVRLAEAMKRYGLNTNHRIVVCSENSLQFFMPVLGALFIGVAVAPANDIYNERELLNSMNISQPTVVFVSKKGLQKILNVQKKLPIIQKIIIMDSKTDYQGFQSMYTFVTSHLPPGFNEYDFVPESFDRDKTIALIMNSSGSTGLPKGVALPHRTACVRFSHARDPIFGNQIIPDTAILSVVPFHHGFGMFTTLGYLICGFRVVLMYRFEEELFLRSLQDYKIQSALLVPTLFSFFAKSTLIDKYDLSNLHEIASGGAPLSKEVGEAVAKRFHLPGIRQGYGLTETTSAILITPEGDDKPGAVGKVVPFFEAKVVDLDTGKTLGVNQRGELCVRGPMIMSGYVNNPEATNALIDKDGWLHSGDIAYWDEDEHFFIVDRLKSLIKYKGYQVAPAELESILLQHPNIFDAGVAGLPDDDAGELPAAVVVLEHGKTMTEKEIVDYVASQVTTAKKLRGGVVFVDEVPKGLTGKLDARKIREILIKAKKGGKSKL
#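 Assay system: Luciferase/luciferin detection reagent, cell-free biochemical luciferase assay / Also added: ATP substrate / Schedule: 10 min at ambient temperature / Measured by: luminescence measurement of luciferase light output / Benchmarks: low control with PBS replacing ATP, high control enzyme plus ATP without compound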
# APP 5'UTR act: activates APP 5'UTR luciferase reporter | SH-SY5Y APP 5'UTR luciferase reporter, luminescence; zero percent = DMSO vehicle wells | activation, % at 2 µM | 190,000 tested, 1% active;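 active means activation above a set limit, based on mean plus 3 SD of controls, cut at about 140% in these data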; further: values of inactives mirror those of a sister screen read the other way
# bIAP activator: increases bovine intestinal alkaline phosphatase activity; purified bovine IAP, CDP-star luminescence, 30 min; hits give high values; fold of DMSO-control signal, blank-subtracted; activation factor at 20 µM; 200,000 tested, 0.17% active;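 active means activation factor of 2 or more at 20 µM, a signal rise over negative controls twice the positive control's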
# FLuc inh counter: counter-screen for luciferase assay inhibitors: firefly luciferase inhibition; P08659; ATPLite firefly luciferase biochemical luminescence, 10 min; inhibition, % at 10 µM; 200,000 tested, 1.5% active; AID 1006;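 active means inhibition above about 50% when tested at 10 µM, limit read from the data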
# PMI act: increases human mannose-6-phosphate isomerase activity. P34949. purified human PMI, coupled resazurin fluorescence, 20 min; hits give high values; 1 = vehicle control, 0 substrate-free wells. AID 1214. 190,000 tested, 0.005% active. activation factor at 20 µM;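 active means activation factor of 2 or more at 20 µM, relative to plate controls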
# Target sequence (P34949 whole entry, looked up): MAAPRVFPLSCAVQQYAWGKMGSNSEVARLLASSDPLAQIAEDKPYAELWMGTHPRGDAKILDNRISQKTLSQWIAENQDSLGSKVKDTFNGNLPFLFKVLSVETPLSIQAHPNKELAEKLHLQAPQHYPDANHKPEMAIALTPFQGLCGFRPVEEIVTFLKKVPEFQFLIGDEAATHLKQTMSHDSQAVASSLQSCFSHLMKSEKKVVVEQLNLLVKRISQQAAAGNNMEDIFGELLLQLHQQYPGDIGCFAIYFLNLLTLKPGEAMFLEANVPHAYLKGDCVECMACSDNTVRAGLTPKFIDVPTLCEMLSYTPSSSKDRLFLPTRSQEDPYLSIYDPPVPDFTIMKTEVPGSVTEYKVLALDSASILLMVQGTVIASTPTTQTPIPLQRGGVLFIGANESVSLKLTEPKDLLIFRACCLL
# PMI act hi M6P: increases human PMI activity with near-saturating mannose 6-phosphate; AID 1216; 190,000 tested, 0.34% active; coupled PMI enzyme assay, resazurin fluorescence, 20 min; hits give high values; 1 = untreated enzyme, 0 = substrate-free blank; activation factor at 20 µM;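 active means activation factor of 2 or more at 20 µM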
#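 Test system: human phosphomannose isomerase with PGI, G6PDH, diaphorase coupling enzymes; amount: 15 ng/mL PMI; incubation: enzyme reaction with compound 20 min at room temperature; technique: resorufin fluorescence (Ex 544/Em 590 nm) from resazurin via diaphorase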
# An asterisk follows results filed as active; · = no result given.
SMILES,TNAP act hi DEA,TNAP inh hi DEA,TNAP inh no acc,NF-kB expr up,FLuc act counter,APP 5'UTR act,bIAP activator,FLuc inh counter,PMI act,PMI act hi M6P
CCc1ccc(-c2nnn(Cc3nn[nH]n3)n2)cc1,1.1,-7,5,1.1,1,12,0.9,-2,1.1,1
CCOC(=O)C1CCCN(c2c(N3CCC(N4CCCCC4)CC3)c(=O)c2=O)C1 (stereo not drawn),1,-4,-14,1.6,1,-11,0.9,-5,0.9,0.9
O=C(/C=C/c1ccccc1Cl)NCc1cccs1,0.9,5,8,2,0.9,31,1.1,12,1,0.9
COCCNC(=O)c1c(C)cc(C)cc1C,1.1,-6,-13,1,1,-2,1.1,-4,1,0.9
COc1ccc(C(N)=O)cc1NC(=O)CC(O)(C(F)(F)F)C(F)(F)F,1,0,-9,1.3,1,-7,0.9,-4,1,1
COC(=O)c1cc2occc2n1Cc1c(F)cccc1Cl,1,1,-4,1.1,1,-13,1,2,0.8,0.8
CCOC(=O)CNC(=O)CSc1nc(-c2ccc(OC)cc2)ns1,1.1,-7,-15,1.6,0.7,6,0.9,32,1,1.1
COc1ccc(Br)cc1/C=N/NC(=O)c1cc(OC)c(OC)c(OC)c1,1,0,-1,0.84,1,25,0.9,-4,0.8,0.7
CC(C)C(=O)NC(NCC1CCCO1)C(Cl)(Cl)Cl (stereo not drawn),1,0,-8,1.2,1,-8,1,-3,0.9,0.9
O=C(Nc1cnc2sccn2c1=O)c1ccc(Cl)cc1Cl,1,1,-7,1.5,0.7,39,0.9,26,1.1,1.1
O=C(Nc1ccccc1)c1c(F)cccc1F,1,-4,-6,1.4,1,9,1,0,1.1,1.1
CCNS(=O)(=O)c1ccc(Br)c(OC)c1,1,-3,-21,0.91,1,-13,0.9,-5,1,1.1
CCOC(=O)Cc1nnc(NC(=O)CC)s1,1,-2,-9,1,1,-10,0.9,-3,0.9,1
CN(Cc1ccccc1)c1ncnc2c1cnn2-c1ccccc1,1,-4,-4,4.7*,0.8,124,0.9,24,0.8,0.8
COc1ccc(OC)c(NC(=O)c2nc3ccccc3s2)c1,1,-4,-12,0.9,1,39,1,1,1,1.1
COc1ccc(CCN(CC(=O)NC2CCCC2)C(=O)Cn2nnc(-c3ccc(C)o3)n2)cc1OC,1.1,-7,-11,0.91,1,-9,1.1,-4,1,1
Cc1ccc(C(=O)CSc2ccccn2)cc1,1.1,-8,3,2.3,0.9,81,0.7,12,1.2,1.4
CCCNC(=O)Cn1cnc([N+](=O)[O-])n1,1.1,-6,-12,1.1,1.1,36,0.9,-5,0.9,0.9
O=C(CCCCCCN1C(=O)c2ccccc2C1=O)N1CCC(c2ccccc2)C1 (stereo not drawn),1,-4,-6,1,1,-17,1,-4,1,1
O=C(COC(=O)c1cnccn1)NCc1ccc(Cl)cc1,1.1,-8,-12,1.1,1.1,-5,1,-8,0.9,0.9
C=CCc1c(C)nc(SCc2nc3ccccc3c(=O)[nH]2)[nH]c1=O,1,-4,-7,1.1,1,10,1.1,-4,0.9,0.9
CN(CCNC(=O)c1ccc(/C=N/O)nc1)Cc1ccccc1,1,4,-3,0.9,1,5,0.9,0,0.9,0.9
CCCCn1c(/N=C/c2ccc3c(c2)OCO3)nc2ccccc21,1,-3,-4,0.8,0.7,1,0.8,28,1,1
Cc1nc(NCCc2cnc[nH]2)c2oc3ccccc3c2n1,1,1,-5,0.94,1,16,0.8,-4,1.3,1.1
CC(=O)c1cccc(NC(=O)N2C3CCC2CC(NC(=O)Nc2ccccc2)C3)c1 (stereo not drawn),1,-2,0,0.91,1,-9,1.2,2,1.1,1
CCOC(=O)CC(=O)CSc1nc2c(c(-c3cccs3)c1C#N)CCC2,1,5,5,0.94,1,4,0.6,0,0.9,0.9
CC(=O)Nc1ccc(S(=O)(=O)Nc2cccc3[nH]ncc23)cc1,1,-5,-11,0.88,1.1,-5,1.1,-9,1,0.9
OCc1cc(C(O)CNCCCCCCOCCCCc2ccccc2)ccc1O (stereo not drawn),1.1,-5,-8,·,1,·,1.1,-1,1,1
CN=C1S/C(=C\c2ccc(N3CCOCC3)cc2C)C(=O)N1C,1,5,-9,0.93,1,10,0.9,1,0.7,0.9
OCCOCCNc1ncnc2c1cnn2-c1ccc(Cl)cc1,1,-3,-6,4.6*,0.7,140*,0.8,28,1.1,1
COCCNC(=O)c1n[nH]c2ccccc12,1,-3,6,1.3,1,17,1.2,-1,1,1
Cc1nn(CCc2n[nH]c(=S)n2-c2ccc(F)cc2)c(C)c1[N+](=O)[O-],1,-4,8,0.95,1.1,-7,1,-10,1,0.9
Cn1c(COc2ccccc2)nnc1SCC(=O)Nc1ccc(S(N)(=O)=O)cc1,1,4,-2,1,1,-5,0.9,0,1,1
CCn1c(SC)nnc1C1CCN(S(=O)(=O)c2ccc(OC)cc2)CC1,1,-4,-10,1.2,1.1,2,1.1,-7,1,1
Cn1c(CNc2nc(-c3ccccc3)cs2)nnc1SCC(=O)c1ccccc1,1,-1,-5,0.63,1.1,10,1,-6,1,0.9
CCOc1cc(Cl)c(NC(=O)CC)cc1OCC,1,1,0,1.3,1.1,-9,0.9,-8,1,1
Cc1ccc(-c2noc(-c3ccccc3F)n2)cc1,1.1,-6,-17,6*,0.4,174*,1,57*,1,1
Cc1cccc(NC(=O)c2ccc(COc3ccc(Cl)cc3Cl)o2)n1,1.1,-8,-5,1.1,1,1,0.9,2,0.9,1
COc1ccc(CNC(=O)COC(=O)Cc2ccc(Cl)cc2Cl)cc1,1,-2,-22,1.1,1,-3,1.2,0,0.9,1.1
COc1ccc(-c2cc(C(F)(F)F)c(C#N)c(SCC(=O)Nc3ccc(C)cc3)n2)cc1,1,-2,-4,0.81,1,2,1,3,1.1,1.1

# Among those listed so far, 2 contain bromine:
SMILES,TNAP act hi DEA,TNAP inh hi DEA,TNAP inh no acc,NF-kB expr up,FLuc act counter,APP 5'UTR act,bIAP activator,FLuc inh counter,PMI act,PMI act hi M6P
COc1ccc(Br)cc1/C=N/NC(=O)c1cc(OC)c(OC)c(OC)c1,1,0,-1,0.84,1,25,0.9,-4,0.8,0.7
CCNS(=O)(=O)c1ccc(Br)c(OC)c1,1,-3,-21,0.91,1,-13,0.9,-5,1,1.1

# Back to the main list with the four entries that preceded the break.
SMILES,TNAP act hi DEA,TNAP inh hi DEA,TNAP inh no acc,NF-kB expr up,FLuc act counter,APP 5'UTR act,bIAP activator,FLuc inh counter,PMI act,PMI act hi M6P
Cc1ccc(-c2noc(-c3ccccc3F)n2)cc1,1.1,-6,-17,6*,0.4,174*,1,57*,1,1
Cc1cccc(NC(=O)c2ccc(COc3ccc(Cl)cc3Cl)o2)n1,1.1,-8,-5,1.1,1,1,0.9,2,0.9,1
COc1ccc(CNC(=O)COC(=O)Cc2ccc(Cl)cc2Cl)cc1,1,-2,-22,1.1,1,-3,1.2,0,0.9,1.1
COc1ccc(-c2cc(C(F)(F)F)c(C#N)c(SCC(=O)Nc3ccc(C)cc3)n2)cc1,1,-2,-4,0.81,1,2,1,3,1.1,1.1
O=C(/C=C/c1ccco1)NC(=S)Nc1nc(-c2ccc(Cl)cc2)cs1,1,-1,8,1.1,1,-3,1.2,-3,1.1,1.2
CCc1ccccc1NC(=O)Nc1ccc2c(c1)OCO2,1,0,-1,1.3,0.9,12,1.1,5,0.9,0.7
COc1ccc(CN2CC(C(=O)NCCc3ccccc3)CC2=O)cc1 (stereo not drawn),1,2,-4,1,1,-3,0.9,2,1,1
Cc1ccc(C2C3=C(NCCN=C3c3ccccc3)C(=O)N2c2ccccc2)cc1 (stereo not drawn),1.1,-6,-4,0.82,1.1,24,1,-10,1.1,1.1
CCOc1cc(/C=N/NC(=O)CSc2nncn2C)ccc1OCc1cccc(C)c1,1,0,-10,0.87,0.9,-12,0.9,6,1,1
Cc1cc(NC(=O)c2noc3c2CCCCC3)no1,1.1,-9,9,1.3,0.8,31,1,21,1.1,1
N#CCCSc1ccccc1NC(=O)c1ccc(S(=O)(=O)N2CCCC2)cc1,1,1,-3,1.2,1,-1,0.9,0,0.9,0.9
CC(=O)Nc1ccc(S(=O)(=O)n2cnc3ccccc32)cc1,1,-1,-4,1.2,1,-1,0.9,-3,1,1.1
CCN(CC)C(=O)Cn1cnc2sc(C(=O)Nc3cc(OC)c(OC)c(OC)c3)c(C)c2c1=O,1,-2,-7,0.9,1,2,1,-4,0.8,0.9
CCC(=O)c1ccccc1OCCCn1cncn1,1,2,-6,0.93,1,-3,1,-2,0.9,0.8
COc1ccc(-c2nnc3ccc(SCC(=O)Nc4nc5ccc(C)cc5s4)nn23)cc1OC,1,3,-6,1.2,1,-13,0.7,1,0.9,1
Cc1ccc(Nc2nnc(SCc3cc(=O)n4ccsc4n3)s2)c(C)c1,1,-2,-8,0.88,1.1,-4,1.1,-7,1,0.9
O=C(CN1C(=O)CC(c2ccco2)Sc2ccccc21)NCC1CCCO1 (stereo not drawn),1,-3,-16,1.1,1,-4,1,-3,0.9,0.8
CCCCNC(=S)NCc1ccc2[nH]c3c(c2c1)CCCC3,1,-2,-19,0.83,1,11,1,-4,0.9,0.8
Cc1cc(=O)oc2c(N)c(O)ccc12,1,0,-6,0.94,1.1,-5,0.9,-6,0.7,0.7
CCCOC1CCCN(Cc2cn(C)nc2-c2ccccc2F)C1 (stereo not drawn),1.1,-8,-8,1,1.1,6,0.9,-7,1,1
COC(=O)COc1cccc(NC(=O)c2ccc(C)cc2)c1,1,0,-8,1.3,0.7,-5,0.9,34,0.9,0.9
FC(F)(F)c1nnc2c(Sc3ccccc3)nc3ccccc3n12,1,-3,-4,0.86,1.1,16,0.8,-6,0.9,0.9
CCOC(=O)c1nnn(-c2nonc2-n2cccc2)c1CN1CCCCC1,1.1,-5,-8,1.2,1,5,1,-4,1,1
O=C(O)c1ccc2c(c1)C(=O)N(c1ccc(Cl)cn1)C2=O,1.1,-6,-20,1.1,1.1,-4,0.9,-7,0.9,0.9
